LYPLA2 inh – blocks human lysophospholipase 2, a PME1 counter-screen; O95372; recombinant LYPLA2, FP-Rh probe fluorescence polarization; inhibition, % at 5.9 µM; hit rate 0.38% among 320,000; AID 2177;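 active = inhibition above the screen-wide mean plus 3 SD, limit set per campaign, cut at about 26% in these data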;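 also: 0% = LYPLA2 with DMSO and 100% = wells lacking LYPLA2 enzyme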
Efflux pump inh – inhibitors of Candida antifungal efflux pumps expressed in yeast | S. cerevisiae Candida pump triplex, Nile Red efflux | inhibition, % at 10 µM | hit rate 0.44% among 330,000 | AID 485275;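 active = plate passing quality check with inhibition over a set limit, or well fluorescence over plate mean plus 4 SD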;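 also: Nile Red retained in pooled yeast measured as flow cytometry median fluorescence; 0% = buffer negative control and 100% = Enniatin B positive control; higher means more Nile Red kept so more efflux inhibition; some compounds called inactive have numbers as strong as hits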
PP1 inh – counter-screen for PP5 inhibitors: inhibitors of human PP1-alpha; purified PP1alpha, OMFP fluorescence; P62136; inhibition, % at 6.7 µM; hit rate 0.9% among 320,000;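 active = inhibition above the mean inhibition of all tested compounds plus 3 SD, computed separately for each screening campaign, cut at about 15% in these data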
HCV core dimer – blocks dimerization of HCV core protein. AID 1899. hit rate 0.33% among 300,000. inhibition, % at 5 µM. TR-FRET GST/Flag-core106 dimerization, 1536-well;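 active = inhibition above the mean of all tested compounds plus 3 SD, set per screening campaign, cut at about 45% in these data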
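Assay system – GST-tagged and Flag-tagged HCV core protein residues 1-106 · Quantity – core106 proteins, GST 13.5 nM and Flag 17 nM · Benchmarks – unlabelled core106 and no-GST-core106 wells · Read-out basis – percent inhibition of core106 dimerization signal · Detection – time-resolved FRET, ex 340 nm, em 617 and 671 nm · Schedule – 4 h at 22.5 °C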
JMJD2C inh – inhibitors of human GASC-1 (JMJD2C) demethylase | GST-JMJD2C(1-420) H3K9me3 demethylation, DELFIA europium | inhibition, % at 2.35 µM | Q9H3R0 | hit rate 0.069% among 330,000 | AID 2099;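 active = more than half of a compound's replicate wells show inhibition beyond 50%, single wells judged on their own value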;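 also: signal counts dimethyl H3K9 product captured on neutravidin plate; 0% = median of DMSO wells and 100% = 0.3 times that DMSO median; strong numbers were not always called active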
PREPL inh – inhibits the human prolyl oligopeptidase-like enzyme; Q4J6C6; recombinant PREPL, fluorescence polarization activity-based probe; inhibition, % at 5.96 µM; hit rate 0.68% among 320,000; AID 2751; in the data active = inhibition above about 43%;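 also: 0% = enzyme with DMSO and 100% = wells lacking enzyme; many of its hits are not listed in these tables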
TPT1 inhibitor – inhibitors of Candida albicans tRNA 2'-phosphotransferase TPT1. recombinant caTPT1, FP RNA substrate dephosphorylation. inhibition, % at 5 µM. hit rate 0.81% among 300,000. AID 1962;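 active = inhibition above the mean of all tested compounds plus 3 SD, set per screening campaign, cut at about 24% in these data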;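 also: plate controls were DMSO alone for no effect and ferristatin control at 100 nM for full effect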
Fh CTSL1 inh – cathepsin L1 inhibition, PFM18AAP counter-screen; hit rate 0.49% among 300,000; inhibition, % at 5.96 µM; recombinant F. hepatica cathepsin L1, Z-Leu-Arg-MCA fluorescence;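 active = inhibition above the mean of all tested compounds plus 3 SD, set per screening campaign, cut at about 17% in these data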;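 also: 0% = plate median of test compound wells and 100% = 1 µM Z-Phe-Ala-diazomethylketone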
PP5 inh – PP5 (human) phosphatase inhibition. inhibition, % at 6.7 µM. P53041. AID 1987. hit rate 0.18% among 320,000. purified PP5c, OMFP substrate fluorescence;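 active = inhibition above the campaign's mean inhibition across all tested compounds plus 3 SD, cut at about 9.5% in these data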;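 also: 0% = DMSO only and 100% = 100 µM cantharidin control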
* marks the source's active call; other numbers are inactive results; & = joins results of further samples. The list is partial (hit frequency here may not be typical).

Every second line gives: LYPLA2 inh	Efflux pump inh	PP1 inh	HCV core dimer	JMJD2C inh	PREPL inh	TPT1 inhibitor	Fh CTSL1 inh	PP5 inh
> c1ccc(CCc2nn3c(C4COc5ccccc5O4)nnc3s2)cc1 (stereo not given)
 : 5	0.1	5	4	2	-19	-5	0	4.0
> c1ccc(CN=C2NN=C(c3ccccc3)CS2)cc1
 : -11	0.1	2	4	-13	3	5	4	0.0
> CC(=O)N1N=C(c2c(-c3ccccc3)c3cc(C)ccc3[nH]c2=O)CC1c1ccco1 (stereo not given)
 : 0	-0.3	7	9	10	0	0	-2	3.2
> OC(CN1CCC(Cc2ccccc2)CC1)c1ccccc1 (stereo not given)
 : 2	-0.1	2	-9	-25	6	-3	0	-1.3
> Cc1noc(C)c1C(=O)Nc1ccccn1
 : -4	-0.1	0	-3	6	-9	0	-2	0.3
> O=C1Nc2ccc(S(=O)(=O)NCC3CCCO3)c3cccc1c23 (stereo not given)
 : 7	-0.1	2	-1	-6	9	1	0	-1.2
> O=C1N(Cc2ccccc2)c2ccccc2C12OCCO2
 : 0	0.0	3	-6	32	5	-2	1	1.3
> CCOC(=O)c1c(/N=C/C2=C(O)CC(C)(C)CC2=O)sc2c1CCCC2
 : 5	-0.1	2	-7	7	15	-3	-1	0.3
> CCc1cccc(NC(=O)C2CCCN2S(=O)(=O)c2ccc3c(c2)CC(C)N3C(C)=O)c1 (stereo not given)
 : -2	0.3	-6	-7	-14	9	3	-1	2.5
> O=C(CCN1CCN(c2ccc(F)cc2)CC1)Nc1ccccc1F
 : 2	-0.1	-2	0	6	22	-5	-5	1.3
> c1cc2c(cc1-c1csc(NNC3=NCCCCC3)n1)OCCO2
 : 1	0.2	-4	-5	36	14	-2	-7	3.3
> CC[C@@H](C)C(C(=O)N1CCN(C(=O)OC(C)(C)C)CC1)n1cc(-c2cn([C@@H](C)C(=O)N3CCN(C(=O)OC(C)(C)C)CC3)nn2)nn1 (stereo not given in full)
 : 0	0.1	2	-9	2	9	-3	4	2.4
> Cc1ccc(-n2c(C)cc3c2CCCC3=O)cc1
 : -8	0.0	-8	-2	5	15	-4	-6	3.5
> Cc1ccc(S(=O)(=O)n2nccc2-c2c(-c3ccccc3)noc2C)cc1
 : -6	0.2	0	5	-28	17	3	-1	3.0
> O=C(O)c1ncc(-c2ccccc2)cn1
 : -4	0.0	0	-2	-4	3	-2	-3	-0.9
> O=S(=O)(c1cccs1)n1nnc2ccccc21
 : 0	-0.1	2	-3	10	-3	3	-2	2.0
> CCCCOC(=O)c1cc(-c2ccc(/C=N/n3cnnc3)o2)ccc1Cl
 : -6	0.0	12	3	-19	-36	-3	5	3.9
> COc1ccc(NC(=O)N2CCC(c3nc(-c4cccs4)no3)CC2)cc1
 : 11	-0.1	-1	0	7	6	-4	5	1.4
> Cc1c2cc(O)c(=O)cc-2oc2cc(O)c(O)cc12
 : 108*	1.0*	33*	-14	-7	60*	-25	-15	-13
> CC(=O)N1CCN(c2ccc(NC(=O)c3cccc([N+](=O)[O-])c3)cc2)CC1
 : 4	-0.1	0	-4	-21	3	0	-1	3.2
> COc1ccc(O)c(C2=Nc3ccccc3N=C(c3cccs3)C2)c1
 : -7	0.0	3	-6	-3	18	-2	4	1.7
> Cc1cc([N+](=O)[O-])nn1CC(=O)N1c2ccccc2CC1C (stereo not given)
 : 1	0.1	2	-7	-5	6	2	-5	5.5
> CC(C)C(=O)OCCN=C1NS(=O)(=O)c2ccccc21
 : 4	-0.1	-2	-4	7	-6	-2	-1	-0.5
> O=C1CCC(C(=O)N(Cc2ccco2)C2(C(=O)NC3CCCC3)CCCCC2)N1 (stereo not given)
 : -9	0.0	-4	3	3	4	3	-1	1.9
> C=CCNC(=S)N/N=C(\C)c1cccc(NC(C)=O)c1
 : -5	-0.2	10	-4	8	6	1	10	-6.2
> O=C(NC1CCCc2ccccc21)c1ccccc1 (stereo not given)
 : 3	0.0	1	0	-10	-2	-1	-6	-3.9
> O=C(CSc1nnc(-c2ccc(C(F)(F)F)cn2)o1)Nc1ccccc1Cl
 : 6	0.1	-3	2	3	1	-2	3	1.2
> CCC(=O)c1ccc(OCC(O)CN(C)C2CCCCC2)cc1 (stereo not given)
 : -2	-0.2	0	-11	-1	-3	2	0	1.2
> CCCCC(=O)Nc1ccc(S(=O)(=O)N2CCCCC2c2cccnc2)cc1 (stereo not given)
 : 10	-0.4	1	7	3	-2	-5	-3	0.7
> O=C(Nc1cccc(NC(=O)c2ccc(Br)cc2)c1)c1ccccc1
 : -3	-0.1	-2	1	-11	4	-1	-3	-1.3
> O=C(Nc1ccnc(-c2ccncc2)n1)c1ccc(F)cc1
 : 5	0.1	0	-1	-9	5	-5	1	2.7
> CCCC(C)c1nnc(NC(=O)CCS(=O)(=O)Cc2ccccc2)s1 (stereo not given)
 : -3	0.0	-2	7	10	-4	-4	0	-0.1
> CCOC(=O)CSc1nnc(CNC(=O)c2ccccc2OC)n1-c1ccc(OC)cc1
 : -6	0.5	2	-1	25	1	-1	-6	-1.2
> O=C(CNC(=O)c1ccc(Br)cc1)NCC(=O)OCC(=O)c1ccccc1
 : -2	0.0	-2	3	-1	-6	-6	-5	-0.6
> Cc1cc(Cl)c(S(=O)(=O)N/N=C/c2ccc3c(c2)OCO3)c(Cl)c1
 : 2	-0.1	-3	7	-8	-14	1	-1	-1.0
> Fc1ccc(NCc2nnc(SCc3nnc(-c4ccccc4)o3)n2Cc2ccccc2)cc1
 : 4	0.5	2	12	4&21	16	1	7	3.8
> COc1ccccc1C(=O)Nc1ccnn1C1CCN(CC2CC=CCC2)CC1 (stereo not given)
 : -6	0.4	3	-10	-12	14	-3	-1	1.1
> COc1ccc(-c2ccc(C#N)c(SCC(=O)Nc3sc4c(c3C#N)CCC4)n2)cc1
 : -2	0.1	-1	10	8	5	21	-1	2.3
> O=C(Cn1cnc2sc(-c3ccccc3)cc2c1=O)N1CCOCC1
 : 3	0.0	0	-2	1	6	-2	1	1.1
> Cc1cc(-c2ccccc2)n(-c2ccccc2)n1
 : 4	-0.2	4	4	-15	-16	2	-2	2.1
> COc1ccc(CNC(=S)Nc2ccc(-c3ccccc3)cc2)cc1
 : -1	0.1	-4	8	-11	-23	-1	0	0.7
> Cc1cc(NC(=O)c2cccc(S(=O)(=O)Nc3cccc(C(=O)O)c3)c2)no1
 : 3	0.0	1	6	-32	-5	-1	3	0.3
> COc1ccc(C(N)=S)cc1
 : 1	-0.1	-4	-3	-5	-1	-1	3	1.3
> CCc1nc2scc(-c3ccccc3)c2c(=O)n1N
 : -1	-0.1	0	0	-15	-7	-1	-1	1.0
> Cc1ccc(S(=O)(=O)NCCCCCC(=O)Nc2ccccc2C)cc1
 : 24	-1.5	0	9	-7	0	2	-5	0.0
> Cc1ccccc1NC(=S)N/N=C/C(C)c1ccccc1 (stereo not given)
 : 4	-0.2	3	4	11	-5	-4	-6	0.8
> CC(C)(C)NC(=O)c1cccc(NC(=O)CSc2ccccc2)c1
 : 1	-0.1	-5	-5	-2	-4	-1	0	1.5
> CC(C)CNC(=S)N1CCC(NC(=O)c2ccco2)CC1
 : 2	0.0	0	2	-39	0	-3	-8	-1.4
> CC(=O)Nc1ccc(-c2csc(N/N=C(/C)c3ccccc3)n2)cc1
 : -9	0.0	-4	6	-7	14	5	-4	-1.1
> O=C(O)CCCCCNCc1ccncc1
 : -3	-0.3	-2	-4	-6	6	-4	-2	-1.3
> O=C(O)c1cc(-c2ccc(O)cc2)on1
 : -9	0.2	2	1	24	-7	6	2	1.4
> C/C(=N\n1c(C)cc(C)c(C#N)c1=O)c1cccs1
 : 1	-0.1	-7	-5	-1	0	-3	2	0.3
> COc1ccc(C)cc1S(=O)(=O)N1CCN(C(=O)c2ncoc2-c2ccccc2C)CC1
 : 0	-0.1	3	-4	189	38	2	0	1.6
> COc1ccc(OC)c(C(=O)c2c(C)oc3cc(Br)c(O)c(CN(C)C)c23)c1
 : -3	0.0	-6	0	5	2	1	3	-1.9
> C=C(C)CSc1nnc([C@H](CCSC)NC(=O)OC(C)(C)C)o1
 : -1	0.0	4	2	-2	2	-6	13	0.0
> O=C(c1cc(-c2ccc(Cl)cc2)on1)N1CCc2ccccc2C1
 : 20	-0.2	-5	11	-5	-10	0	1	-1.9
> CCn1c(-c2ccc(N)cc2)nc2ccccc21
 : 1	0.1	-6	1	-6	6	1	0	4.2
> CCCc1c(C(=O)N/N=C/c2ccco2)nnn1-c1nonc1N
 : 1	-0.1	0	0	4	0	-1	2	3.6
> O/N=C(\c1ccc(Cl)cc1)c1cc2ccccc2o1
 : -1	-0.3	1	0	-17	-2	-2	2	4.0
> CC(=O)NC(=O)c1cnn(-c2ccccc2)c1N
 : -3	0.0	0	-1	-1	7	-1	-1	1.5

(list continues)
Every second line gives: LYPLA2 inh	Efflux pump inh	PP1 inh	HCV core dimer	JMJD2C inh	PREPL inh	TPT1 inhibitor	Fh CTSL1 inh	PP5 inh
> O=C1C2C3C=CC(CC3)C2C(=O)N1/N=C/c1c(O)ccc2ccccc12 (stereo not given)
 : 6	0.1	-1	12	7	12	2	5	-2.0
> CCOc1ccc(Cc2nc(C)c(CC(=O)N3CCCCC3)c(=O)[nH]2)cc1
 : 11	-0.1	-3	2	20	3	-3	0	0.5
> COc1cc(S(=O)(=O)N(Cc2ccccn2)Cc2ccco2)ccc1-n1cnnn1
 : 3	0.0	-4	-3	5	16	2	3	-0.5
> O=C(Nc1ccc(-c2cnco2)cc1)c1ccc(Cl)cc1
 : -1	0.0	-3	3	3	-5	-5	1	-0.7

High-throughput results from PubChem.
